Source: PubChem
LANA DNA inh: blocks KSHV LANA C-terminal domain binding to DNA; MBP-C-LANA/FAM-LBS DNA binding, fluorescence polarization; inhibition, % at 9 µM; 340,000 tested, 0.078% active;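 active = highest replicate inhibition at or above 60% at 9 µM, even if other replicates fall short; inactive = all replicates below 60% inhibition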;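 also: 0% = neutral control wells and 100% = 4 µM acridine orange control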
Cardiac RTF inh: cardiac RTF calcium desensitization; P19429+P45379; 340,000 tested, 0.12% active; inhibition, % at 7.15 µM; IANBD-labeled cardiac RTF, Ca2+ fluorescence;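 active = inhibition above the mean inhibition of all tested compounds plus 3 SD, cut at about 17% in these data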;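 also: assay run at fixed EC70 calcium of 1.6 mM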
CAL PDZ FP-1: inhibitors of human CAL PDZ peptide binding. purified CAL PDZ, TMR-peptide fluorescence polarization, 1 h. AID 504414. inhibition, % at 20 µM. 330,000 tested, 0.02% active. Q9HD26;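 active = highest replicate inhibition of at least 40%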;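 also: plate controls were DMSO neutral control wells for no effect and unlabeled competitor peptide control wells for full effect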
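System: purified tagged CAL PDZ domain construct (CerCALP). Schedule: 1 h incubation at room temperature before polarization reading. Medium: 25 mM sodium phosphate pH 7.4, 150 mM NaCl, TCEP, IgG, Thesit. Read-out: percent inhibition from loss of millipolarization. Measured by: FP readout, S and P plane fluorescence. Probe or stimulus: fluorescent TMR peptide probe.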
V-ATPase pH: yeast V-ATPase proton transport regulation by pHLuorin; S. cerevisiae, pHLuorin cytosolic pH fluorescence; response, % at 10 µM; 350,000 tested, 0.37% active; in the data active = response mostly above about 7.3%, no sharp cut-off; inactive = mostly below about 5.4%; also: actives read high; inactives centre near 0; some compounds called inactive have numbers as strong as hits; reference of the scale not given here
DAGLB inh: blocks human DAGLB lipase activity; HEK293T DAGLB membrane lysate, EnzChek fluorogenic substrate; inhibition, % at 5.17 µM; 340,000 tested, 0.059% active; AID 504411; in the data active = inhibition above about 34%;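 also: 0% = enzyme with vehicle and 100% = wells lacking enzyme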
CAL PDZ FP-2: CAL PDZ (human) peptide binding inhibition; Q9HD26; purified CAL PDZ, TMR-peptide fluorescence polarization, 1 h; inhibition, % at 24.9 µM; 300,000 tested, 0.92% active; AID 602252;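 active = mean inhibition of at least 30% with at least half of replicates also reaching 30%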;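 also: 0% = DMSO neutral control and 100% = excess unlabeled competitor peptide PRC23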
Pemphigus Ab inh: blocks pemphigus antibody binding to human desmoglein-3; P32926; DSG3-coupled beads, scFv-anti-DSG3-GFP binding, flow cytometry; hits give low values; binding (percent of control), % at 10 µM; 310,000 tested, 0.48% active; AID 588358;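 active = binding more than 3 SD below its plate's average and above zero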;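 also: hits lower antibody fragment binding to DSG3; some compounds called inactive have numbers as strong as hits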
Keap1-Nrf2 PPI: Keap1-Nrf2 (human) interaction inhibition | 340,000 tested, 0.15% active | Keap1 Kelch-Nrf2 peptide fluorescence polarization, 1536-well | inhibition, % at 9.4 µM | Q14145; in the data active = inhibition above about 12%;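 also: human Keap1 Kelch domain with fluorescein labeled Nrf2 9mer peptide probe; 0% = neutral control wells and 100% = peptide positive control; higher means more block of Keap1 binding to Nrf2 peptide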
NSD2 inh: blocks human histone methyltransferase NSD2 | NSD2 peptide methylation, AlphaScreen, 120 min | inhibition, % at 12.5 µM | 310,000 tested, 0.54% active | AID 743445; in the data active = inhibition above about 50%
Target sequence (O96028 whole entry, looked up): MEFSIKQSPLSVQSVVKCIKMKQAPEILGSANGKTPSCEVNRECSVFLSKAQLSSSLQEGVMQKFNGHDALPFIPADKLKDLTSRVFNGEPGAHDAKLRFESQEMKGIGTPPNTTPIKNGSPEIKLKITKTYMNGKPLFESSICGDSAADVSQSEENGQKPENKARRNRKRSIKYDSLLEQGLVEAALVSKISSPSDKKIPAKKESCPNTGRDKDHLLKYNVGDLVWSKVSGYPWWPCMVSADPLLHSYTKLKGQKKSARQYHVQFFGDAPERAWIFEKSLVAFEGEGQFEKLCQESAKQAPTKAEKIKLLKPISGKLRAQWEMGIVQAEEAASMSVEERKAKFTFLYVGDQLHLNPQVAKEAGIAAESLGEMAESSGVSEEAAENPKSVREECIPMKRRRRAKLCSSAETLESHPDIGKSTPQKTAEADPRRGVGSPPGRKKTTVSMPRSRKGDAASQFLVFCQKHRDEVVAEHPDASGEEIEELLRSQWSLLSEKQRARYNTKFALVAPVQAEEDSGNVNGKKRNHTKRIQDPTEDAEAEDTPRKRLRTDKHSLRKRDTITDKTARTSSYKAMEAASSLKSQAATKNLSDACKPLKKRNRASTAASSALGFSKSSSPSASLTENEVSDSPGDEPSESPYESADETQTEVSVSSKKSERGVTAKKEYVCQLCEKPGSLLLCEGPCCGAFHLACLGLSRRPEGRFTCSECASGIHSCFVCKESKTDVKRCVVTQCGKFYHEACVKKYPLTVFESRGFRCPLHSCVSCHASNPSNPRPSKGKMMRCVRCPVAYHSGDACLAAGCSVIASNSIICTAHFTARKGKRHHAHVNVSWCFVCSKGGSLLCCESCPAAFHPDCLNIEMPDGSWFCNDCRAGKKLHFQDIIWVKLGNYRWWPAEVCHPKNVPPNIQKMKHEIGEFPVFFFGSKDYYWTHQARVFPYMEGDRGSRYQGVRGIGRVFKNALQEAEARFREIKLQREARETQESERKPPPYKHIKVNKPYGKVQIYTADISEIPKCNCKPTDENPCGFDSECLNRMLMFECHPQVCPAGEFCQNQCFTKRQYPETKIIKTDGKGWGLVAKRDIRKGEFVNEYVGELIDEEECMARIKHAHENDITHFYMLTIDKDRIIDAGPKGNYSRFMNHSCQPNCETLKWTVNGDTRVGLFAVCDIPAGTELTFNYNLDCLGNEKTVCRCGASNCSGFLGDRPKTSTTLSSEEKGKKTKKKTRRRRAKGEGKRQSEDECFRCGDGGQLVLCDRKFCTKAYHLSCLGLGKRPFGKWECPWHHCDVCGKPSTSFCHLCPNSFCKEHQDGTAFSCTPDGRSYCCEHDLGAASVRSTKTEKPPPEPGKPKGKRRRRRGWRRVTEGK
Arrestin-AP2 inh: blocks beta-arrestin peptide binding to AP2 adaptin. FITC-arrestin peptide / GST-AP2 beads, flow cytometry; AP2 beta2 appendage carries R879A mutation. 340,000 tested, 0.31% active. AID 504490. inhibition, % at 10 µM;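 active = inhibition above a set limit, near 3 SD of compounds lacking own fluorescence, cut at about 54% in these data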;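 also: plate controls were DMSO wells for no effect and 5 µM unlabelled arrestin peptide for full effect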
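test system = AP2 appendage R879A on GSH beads | buffer or medium = PBS plus Tween 20 (0.05%) and BSA (0.1%) | incubation = 12 min plus 1 h, RT | detection = bead flow cytometry, FITC channel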
The depositor's hits bear a star; / = not tested or not shown. These rows are one share of the data; count on the stated rates, not on these rows.

SMILES | LANA DNA inh | Cardiac RTF inh | CAL PDZ FP-1 | V-ATPase pH | DAGLB inh | CAL PDZ FP-2 | Pemphigus Ab inh | Keap1-Nrf2 PPI | NSD2 inh | Arrestin-AP2 inh
O=C(CCc1ccccc1)Nc1cc2c(cc1C(=O)O)OCCCO2 | 1.2 | -6 | -2.2 | -1 | -3 | / | 96 | 5 | 0 | -8
O=C(O)C1C2CCCCC2=C2CCCCC2C1C(=O)Nc1nccs1 (stereo not given) | 8.4 | 1 | 0.1 | -1 | -1 | -3 | 102 | -3 | 5 | 31
O=C(CNC(=O)c1ccccc1)NC1(C(=O)NC2CCCCC2)CCCCC1 | -4.4 | -6 | -2.0 | 2 | -1 | -2 | 100 | 2 | -7 | 15
O=C(Oc1cccc(NC(=O)c2cccs2)c1)c1cccc(S(=O)(=O)N2CCCC2)c1 | 1.0 | -3 | -1.9 | 3 | 0 | -6 | 103 | -3 | -1 | 1
O=C(CSc1nc(O)c(C2CCCCC2)c(=O)[nH]1)NCC1CCCO1 (stereo not given) | -2.4 | 0 | 0.2 | 5 | 1 | 1 | 97 | -4 | 2 | 11
O=C(NC(=O)c1ccccc1)OCC1CCCN2CCCCC12 (stereo not given) | -0.5 | -9 | 0.1 | 2 | -2 | / | 99 | 0 | / | 17
CC(=O)N1N=C(c2ccc(Br)cc2)OC1(C)CC(=O)Nc1ccccc1 (stereo not given) | -1.3 | -15 | -2.0 | 6 | -2 | 0 | 123 | 0 | -2 | 3
CC(=O)NC1C(=O)N=C(SCc2ccccc2)NC1=O (stereo not given) | -2.3 | -2 | 0.3 | -2 | 1 | -10 | 95 | -4 | 1 | -7
COC(=O)c1[nH]c2ccc(C)cc2c1NC(=O)c1ccccc1[N+](=O)[O-] | -1.5 | -18 | 0.6 | -3 | 0 | 0 | 92 | -4 | -1 | -2
CC(C)c1ccc(/C=N/Nc2cc(N3CCOCC3)nc(N3CCOCC3)n2)cc1 | -1.0 | -3 | 0.2 | -4 | 0 | -6 | 94 | -3 | 3 | -5
CC(C)c1nc(N2CCOCC2)c(C#N)c2c1CCCC2 | -0.2 | -9 | 1.7 | -3 | -10 | 6 | / | 5 | 1 | 31
CCN(CC)S(=O)(=O)c1cc(NC(=O)Cc2n[nH]c(=O)c3ccccc23)ccc1C | -1.1 | 2 | -1.6 | 0 | -1 | -3 | 90 | -4 | 3 | 15

8 structures already listed, ordered by heavy-atom count, ascending:
SMILES | LANA DNA inh | Cardiac RTF inh | CAL PDZ FP-1 | V-ATPase pH | DAGLB inh | CAL PDZ FP-2 | Pemphigus Ab inh | Keap1-Nrf2 PPI | NSD2 inh | Arrestin-AP2 inh
CC(=O)NC1C(=O)N=C(SCc2ccccc2)NC1=O (stereo not given) | -2.3 | -2 | 0.3 | -2 | 1 | -10 | 95 | -4 | 1 | -7
CC(C)c1nc(N2CCOCC2)c(C#N)c2c1CCCC2 | -0.2 | -9 | 1.7 | -3 | -10 | 6 | / | 5 | 1 | 31
O=C(NC(=O)c1ccccc1)OCC1CCCN2CCCCC12 (stereo not given) | -0.5 | -9 | 0.1 | 2 | -2 | / | 99 | 0 | / | 17
O=C(CCc1ccccc1)Nc1cc2c(cc1C(=O)O)OCCCO2 | 1.2 | -6 | -2.2 | -1 | -3 | / | 96 | 5 | 0 | -8
COC(=O)c1[nH]c2ccc(C)cc2c1NC(=O)c1ccccc1[N+](=O)[O-] | -1.5 | -18 | 0.6 | -3 | 0 | 0 | 92 | -4 | -1 | -2
O=C(CNC(=O)c1ccccc1)NC1(C(=O)NC2CCCCC2)CCCCC1 | -4.4 | -6 | -2.0 | 2 | -1 | -2 | 100 | 2 | -7 | 15
CC(C)c1ccc(/C=N/Nc2cc(N3CCOCC3)nc(N3CCOCC3)n2)cc1 | -1.0 | -3 | 0.2 | -4 | 0 | -6 | 94 | -3 | 3 | -5
O=C(Oc1cccc(NC(=O)c2cccs2)c1)c1cccc(S(=O)(=O)N2CCCC2)c1 | 1.0 | -3 | -1.9 | 3 | 0 | -6 | 103 | -3 | -1 | 1

The listing picks up, repeating the 2 entries before the break.
SMILES | LANA DNA inh | Cardiac RTF inh | CAL PDZ FP-1 | V-ATPase pH | DAGLB inh | CAL PDZ FP-2 | Pemphigus Ab inh | Keap1-Nrf2 PPI | NSD2 inh | Arrestin-AP2 inh
CC(C)c1nc(N2CCOCC2)c(C#N)c2c1CCCC2 | -0.2 | -9 | 1.7 | -3 | -10 | 6 | / | 5 | 1 | 31
CCN(CC)S(=O)(=O)c1cc(NC(=O)Cc2n[nH]c(=O)c3ccccc23)ccc1C | -1.1 | 2 | -1.6 | 0 | -1 | -3 | 90 | -4 | 3 | 15
CN(C)CCOc1ccc2c(c1)C(=O)C(=Cc1ncc([N+](=O)[O-])n1C)C2 | / | / | / | -2 | -4 | / | 101 | / | 10 | /
Cc1cc(C)n(-c2nncc(-c3ccccc3)n2)n1 | 0.7 | -5 | -0.8 | 0 | 0 | -6 | 102 | 0 | 0 | -7
O=C(CCN1C(=O)c2ccccc2C1=O)NCc1ccc(Cl)cc1 | 0.2 | 1 | -2.6 | 0 | -3 | 3 | 104 | 3 | / | 10
O=C(CSc1ccccc1)NC1=NCCS1 | -0.3 | -12 | 0.0 | -5 | 1 | -2 | 95 | -1 | / | 4
COc1ccc2ccccc2c1-c1csc(N)n1 | 0.8 | -3 | -0.8 | 0 | 0 | -6 | 103 | 0 | -2 | -10
CNc1nc2cccnc2s1 | -0.9 | 6 | -0.7 | 3 | -2 | / | 106 | -1 | -4 | 12
N#C/C(=C(/O)COC(=O)Cc1c[nH]c2ccccc12)c1nc2ccccc2[nH]1 | 0.4 | -7 | -0.6 | 2 | -1 | -3 | / | -7 | / | -4
CCOC(=O)N1CCN(CC(O)COc2cc(C)cc(C)c2)CC1 (stereo not given) | -1.3 | 0 | -0.4 | 0 | -2 | / | 103 | 3 | -3 | -4
O=C(OCCOc1ccc(Br)cc1)c1ccc(Cl)nc1 | 0.0 | 4 | -2.6 | 2 | -10 | -1 | 97 | -5 | 1 | 12
O=C(c1ccc2c(c1)OCO2)N1CCCC1 | 1.5 | -2 | -0.8 | 2 | 1 | -1 | / | -1 | -2 | -10
CC1=C(C)CC(C(=O)NCCc2ccc(F)cc2)C(C(=O)O)C1 (stereo not given) | 2.7 | 4 | / | 4 | -2 | -6 | 101 | -3 | 2 | -1
CSc1ncccc1C(=O)NCC(=O)Nc1ccc(F)c(F)c1 | 0.9 | -7 | -0.7 | -1 | -4 | -1 | 108 | 7 | -6 | 22
O=C(c1ccc(O)cc1)c1ccc(C(=O)c2ccc(O)cc2)cc1 | -1.5 | -5 | -3.3 | 2 | 1 | 1 | 95 | -3 | 35 | 4
CC(NC(=O)c1cccnc1)C(c1cccs1)N1CCN(C)CC1 (stereo not given) | 0.7 | 1 | -0.4 | 0 | 4 | / | 105 | -1 | / | 23
COC(=O)C1=C(C)N(CCCC(=O)O)C(=O)NC1c1ccc([N+](=O)[O-])cc1 (stereo not given) | 1.7 | -6 | 0.0 | 5 | 0 | 5 | 106 | 0 | / | 4
c1ccc(-n2ncc3c(N4CCN(c5ccccn5)CC4)nc(N4CCCCCC4)nc32)cc1 | 1.5 | 0 | -0.8 | 0 | 0 | -2 | 95 | 2 | / | 4
O=C(Nc1ccc2c(c1)OCCO2)C1CCN(C(=O)c2ccc([N+](=O)[O-])cc2)CC1 | 1.8 | 1 | -2.2 | 4 | -3 | -2 | 100 | -1 | 0 | 22
Cc1ccc(N(C(=O)CCC(=O)Nc2cc(C)on2)C(C(=O)NC2CCCC2)c2ccncc2)cc1 (stereo not given) | -2.4 | -5 | -4.7 | 7 | 0 | 1 | 83 | 0 | 7 | 10
Cc1ccc(S(=O)(=O)/C(C#N)=C/c2c(N3CCN(C)CC3)nc3ccccn3c2=O)cc1 | 1.5 | -3 | -1.7 | 3 | -1 | -3 | / | -4 | 6 | 1
CC(=NNC(=O)c1cc(C)oc1C)c1ccc(Br)s1 | -0.6 | -2 | -0.1 | 4 | 1 | -6 | 114 | -2 | -1 | 46
CCc1ncc(C(O)c2ccc(Cl)cc2)n1Cc1ccccc1 (stereo not given) | / | / | / | -2 | -3 | / | 102 | / | 0 | /
C=CCOc1ccccc1CN1CCC(CO)(CCOc2ccccc2)CC1 | 0.6 | 3 | -2.9 | -5 | 1 | -2 | 121 | -2 | 0 | -13
CCN(C[C@H]1N[C@@](CC)(C(=O)OC)[C@H]2C(=O)N(C)C(=O)[C@@H]12)C(=O)c1ccc(F)cc1 | 0.3 | -10 | 0.1 | 4 | -3 | -1 | 95 | -3 | / | 34
O=C(c1cccs1)N1CCN(c2nc3ccccc3s2)CC1 | -0.3 | 11 | -0.1 | 3 | -4 | / | 112 | -3 | -4 | -3
Cc1ccc(CSc2nnc(Cn3c(=O)sc4ccccc43)n2C)cc1 | 0.8 | -2 | 0.2 | -1 | -6 | -4 | 112 | -4 | / | -3
CCc1c(O)nc(SCC(=O)Nc2ccc(OC)cc2)n(C2CCCCC2)c1=O | 1.0 | -11 | -1.0 | 0 | -3 | -3 | 103 | -5 | 0 | 6
COc1ccc(NC(=O)c2cc(S(=O)(=O)N3CCCC3)ccc2OC)cc1 | -2.5 | 1 | -1.7 | 5 | -3 | -4 | 100 | 1 | 1 | -5
O=C(NNC(=O)c1cc(Br)ccc1O)c1csc(N2CCOCC2)n1 | 2.0 | 0 | -0.1 | 0 | 10 | / | 98 | -5 | 4 | 6
COc1ccc(S(=O)(=O)N2CCCC2C(=O)Nn2cnnc2)cc1 (stereo not given) | 0.6 | -6 | -0.6 | 2 | 0 | 9 | / | -3 | -8 | -7
COc1cccc(CN(CC(=O)NCc2ccco2)C(=O)CNS(=O)(=O)c2ccccc2)c1 | -0.8 | -1 | -1.9 | -3 | 1 | 3 | / | -3 | 0 | 26
COc1ccc(/C=N/N2C(=O)C3C4C=CC(CC4)C3C2=O)c(OC)c1 (stereo not given) | -2.3 | -4 | -1.0 | -1 | 0 | 1 | 87 | -5 | -1 | 7
COc1ccc(S(N)(=O)=O)cc1C(=O)N1CCCC1 | -0.4 | -8 | -1.2 | 0 | -2 | 22 | 97 | -2 | -1 | 4
CN(C)C(=O)c1cc(C(=O)c2ccccc2)c[nH]1 | -0.9 | -1 | -0.2 | 2 | 1 | -3 | 100 | 3 | -2 | -6
CCOC(=O)C1CCN(c2ncnc3c2cnn3C)CC1 | -0.7 | -2 | 0.2 | 2 | -2 | 0 | 96 | -2 | -3 | -9
COc1ccc2oc(-c3ccco3)cc(=O)c2c1 | -1.0 | -1 | -1.5 | 5 | 4 | -3 | 105 | 0 | / | 36
COc1ccc(CNCCCO)cc1OC | 0.7 | -6 | -2.2 | 1 | -1 | -4 | 96 | -3 | 1 | 1
